Screening data as filed in PubChem.
GPR35 antagonists – GPR35 antagonists blocking zaprinast-driven arrestin recruitment, primary screen, imaging, U2OS, beta-arrestin-GFP, zaprinast agonist (AID 2058). actives 0.052% (n = 290,000). inhibition, % at 10 µM, or IC50 in µM where a hit was titrated. U2OS GPR35 beta-arrestin-GFP translocation imaging, zaprinast antagonism; higher % means a stronger effect;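 active = inhibition of at least 50% with at least 30 cells and total cytoplasm GFP at most 10,000,000; inconclusive = under 30 cells or total GFP of 10,000,000 plus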
GPR55 LPI antagonism – GPR55 antagonists blocking LPI-driven arrestin recruitment, primary screen, imaging, U2OS, beta-arrestin-GFP, LPI agonist (AID 2013); inhibition, % at 10 µM; hits with a dose series show IC50 in µM; U2OS GPR55 beta-arrestin-GFP translocation imaging, LPI antagonism; higher % means a stronger effect; actives 0.13% (n = 290,000);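 active = spots per cell inhibited over 60%, with over 100 cells counted and total cytoplasm intensity under 500,000; inconclusive = wells with under 100 cells, flagged as likely toxic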;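 also: U2OS cells stably carrying GPR55 and arrestin-GFP stimulated by 5 µM LPI near EC80; imaged beta-arrestin-GFP aggregate spots per cell after agonist stimulation; plate controls were LPI-stimulated DMSO wells for no effect and DMSO wells without LPI for full effect; some results filed as inactive read as strong as hits; confirmed hits need IC50 under 10 µM and bright autofluorescent wells are also inconclusive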
GPR55 beta-arrestin – GPR55 agonists via beta-arrestin recruitment, primary screen, imaging, U2OS cells, beta-arrestin-GFP redistribution (AID 1961). U2OS GPR55 beta-arrestin-GFP redistribution imaging; higher % means a stronger effect. one-dose activation, % at 10 µM; EC50 in µM for titrated hits. actives 0.048% (n = 290,000);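 active = activation above 40% with more than 50 cells counted in the well; inconclusive = wells holding fewer than 50 cells, flagged as toxic or sparse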;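 also: U2OS osteosarcoma cells stably expressing GPR55 and beta-arrestin-GFP; plate controls were DMSO negative control for no effect and LPI positive control for full effect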
AID2073 – disruptors of CaV2.2 binding to Mint1 – biochemical, HTRF (AID 2073) | actives 0.19% (n = 290,000) | HTRF protein-protein interaction, Mint1-CaV2.2; higher % means a stronger effect | one-dose inhibition, % at 20 µM; IC50 in µM for titrated hits; in the data active = inhibition mostly above about 51%, no sharp cut-off; inconclusive = no clear call, values can overlap the other calls; inactive = mostly below about 53%; also: some results filed as inactive read as strong as hits
NS5 inhibitors – Dengue-2 NS5 methyltransferase inhibitors, primary screen, biochemical, confirmation dose response (AID 588689); Dengue-2 NS5 methyltransferase capping enzyme assay, biochemical; higher % means a stronger effect; inhibition, % at 25 µM; hits with a dose series show IC50 in µM; actives 0.3% (n = 340,000); in the data active = a potency from the dose series; inconclusive = inhibition above about 29% without an active follow-up result
Rac1 GTP hydrolysis – MgcRacGAP GTPase-activating activity inhibitors, confirmation, biochemical, ADP Hunter fluorescence; MgcRacGAP-stimulated Rac1 GTP hydrolysis, ADP Hunter fluorescence; higher % means a stronger effect; GST-tagged Rac1 F28L mutant substrate; one-dose inhibition, % at 30 µM; IC50 in µM for titrated hits; actives 0.6% (n = 340,000);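 active = first-screen hits whose inhibition reached a set limit at any dose in the follow-up dose series; inconclusive = inhibition above the set first-screen limit but never retested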;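 also: fluorescence reports GDP produced by GAP-driven GTP hydrolysis; strong numbers were not always called active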
SV40 large T antigen – TAg ATPase/helicase activity blockers – biochemical (AID 1903) | actives 0.39% (n = 310,000) | SV40 large T antigen ATPase/helicase inhibition assay; higher % means a stronger effect | inhibition, % at 20 µM; hits with a dose series show IC50 in µM; in the data active = a potency from the dose series; inconclusive = inhibition mostly from about 32% at the one dose, without a potency; inactive = the rest, 99 in 100 with inhibition below about 32%; also: strong numbers were not always called active
Yfh1-off respiration – mitochondrial function rescue without frataxin homolog – Friedreich's ataxia, plus single-dose screen, dose response (AID 1465) | S. cerevisiae Yfh1-off respiration, WST-1 reduction, 72 h; higher fold induction means a stronger effect | fold induction at 50 µM, or EC50 in µM where a hit was titrated | actives 0.074% (n = 220,000);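 active = fold induction of absorbance versus untreated yeast above a set limit, then at least 30% activation at any dose in follow-up; inconclusive = repeats straddling the limit, or above it without dose testing; inactive = fold induction below the set limit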;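 also: activators that raise dye reduction in frataxin-depleted yeast; strong numbers were not always called active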
NTR1 agonist – agonists of NTR1, primary screen, imaging, U2OS cells, beta-arrestin-GFP, high content (AID 493036); NTR1-U2OS beta-arrestin-GFP spot imaging, agonist mode; activation, % at 20 µM; actives 0.17% (n = 330,000);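 active = activation at or above 40% of the spot to cytoplasm intensity ratio, with at least 20 cells analyzed; inconclusive = wells under 20 cells, flagged as cytotoxic or low count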;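 also: 0% = DMSO without peptide and 100% = 100 nM NTR1 peptide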
Target sequence (P30989 whole entry, looked up): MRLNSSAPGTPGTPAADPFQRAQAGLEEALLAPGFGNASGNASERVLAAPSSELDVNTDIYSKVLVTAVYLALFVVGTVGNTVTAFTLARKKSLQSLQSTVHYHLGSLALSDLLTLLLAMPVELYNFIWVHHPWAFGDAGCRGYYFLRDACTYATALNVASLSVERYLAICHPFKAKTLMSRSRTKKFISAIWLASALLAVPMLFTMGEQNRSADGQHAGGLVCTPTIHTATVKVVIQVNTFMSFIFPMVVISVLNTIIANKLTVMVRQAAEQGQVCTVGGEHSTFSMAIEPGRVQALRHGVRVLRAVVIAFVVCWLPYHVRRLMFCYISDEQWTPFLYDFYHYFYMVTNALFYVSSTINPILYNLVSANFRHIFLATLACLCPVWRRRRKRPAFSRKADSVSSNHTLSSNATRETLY
NTR1 agonist cell count 20 µM – recorded beside NTR1 agonist, whose call it bears; cell count; measured here: cell count, cytotoxicity flag
* = called active by the depositor; i = inactive; ? = inconclusive; nt = not tested or not shown.

structure	GPR35 antagonists	GPR55 LPI antagonism	GPR55 beta-arrestin	AID2073	NS5 inhibitors	Rac1 GTP hydrolysis	SV40 large T antigen	Yfh1-off respiration	NTR1 agonist	NTR1 agonist cell count 20 µM
COc1ccccc1-c1nnc(NC(C)=O)s1	-2%	-2%	-0.1%	1%	-8%	6%	8%	i	-0.1	48
Cc1cccc(C(C)(C)C)c1OCCn1ccnc1	-15%	14%	-0.2%	4%	-2%	14%	13%	i	-0.2	85
CCCCNC(=O)N(O)C1N(/N=C/c2ccccc2F)C(=S)SC1(C)C (stereo not drawn)	4%	2%	-0.1%	2%	-6%	nt	7%	nt	-0.8	85
OC1=C(O)c2nc3ccccc3nc21	-8%	14%	0.7%	6%	1%	10%	16%	i	-1.4	59
CCOC(=O)C1CCN(S(=O)(=O)c2ccc3c(c2)CCN3C(=O)C2CCC2)CC1	-4%	-8%	0.7%	14%	-10%	19%	9%	nt	1.2	92
COc1ccc(/C=C2/SC(=O)N(CCC(=O)Nc3ccc(C)cc3)C2=O)cc1OC	13%	2%	-0.2%	40%	nt	nt	1%	i	-1.0	80
COc1ccc(N2CCN(C(=O)COC(=O)c3cccc(S(=O)(=O)Nc4ccccc4OC)c3)CC2)cc1	nt	nt	nt	nt	-1%	7%	12%	nt	2.4	63
CC(Sc1ccccc1)C(=O)N1CCN(S(=O)(=O)c2ccccc2C(F)(F)F)CC1 (stereo not drawn)	15%	13%	0.0%	-9%	-6%	6%	10%	nt	1.1	62
O=C1N(Cc2cccc(Cl)c2)C[C@@H]2C[C@@H](c3ccc4nonc4c3)N3CCC[C@@]123	1%	12%	-0.1%	-8%	-5%	3%	0%	i	1.0	68
S=c1[nH]nc(COc2ccc(Cl)cc2)n1Cc1ccco1	-6%	-5%	0.7%	9%	-7%	9%	19%	i	-0.2	49
O=C(NC1CCCCC1)c1ccc(Cl)c(NC(=O)c2ccccc2F)c1	-1%	4%	-0.4%	2%	nt	nt	6%	i	-0.1	71
O=C(CN1CCN(c2ccccc2F)CC1)Nc1ccc2c(c1)CCC2	3%	14%	-0.4%	-10%	-4%	13%	8%	i	1.4	67
Nc1c(Cl)cc(Cl)cc1C(=O)OCC(=O)NC1CC1	-6%	-4%	-0.2%	6%	0%	5%	4%	i	1.0	53
CC(=O)NCC1CCCN(c2nc3nonc3nc2N(C)Cc2ccccc2)C1 (stereo not drawn)	-4%	-3%	-0.1%	0%	-2%	1%	nt	i	1.2	61
CC(C)(C)Nc1nc(NC(C)(C)C)nc(-n2ccnc2)n1	-7%	-7%	0.9%	-5%	5%	4%	14%	i	4.6	48
CNC(=O)CCCCC(=O)N/N=C/c1ccc(Cl)cc1Cl	20%	6%	-0.3%	8%	-12%	2%	11%	i	0.4	59
O=C(CC1Nc2ccccc2NC1=O)Nc1cc(Cl)cc(Cl)c1 (stereo not drawn)	2%	14%	-0.1%	1%	-2%	1%	-3%	i	73*	42*
Cc1ccccc1N(CC(=O)NCc1ccc2c(c1)OCO2)C(=O)C1CSC(=O)C1 (stereo not drawn)	-5%	-4%	0.3%	8%	-5%	2%	4%	nt	-1.2	41
O=C(Cc1nc(-c2ccc(Br)s2)cs1)NCCN1CCOCC1	-3%	8%	0.6%	38%	-5%	9%	3%	i	-3.2	84
Cn1cc(S(=O)(=O)NC2CCCC2)c(=O)n(C)c1=O	nt	nt	nt	nt	1%	1%	15%	nt	-0.1	36
Cc1nnn(-c2nonc2N)c1C(=O)NNC(=O)c1ccc(Cl)c(Cl)c1	0%	20%	-0.3%	0%	-6%	12%	6%	i	1.6	35
C/C(CC(=O)Nc1cc(Cl)ccc1Cl)=N\NC(N)=S	10%	5%	-0.1%	8%	-2%	5%	10%	i	-2.9	87
CCCN1C(=O)C2(SC(NC(C)=O)=NN2C(C)=O)c2cc(C)cc(C)c21 (stereo not drawn)	-14%	1%	-0.3%	-2%	1%	-8%	14%	i	-0.4	64
COc1cccc(CCNS(=O)(=O)CCNC(=O)c2cccc(OC)c2)c1	nt	nt	nt	nt	-4%	5%	9%	nt	-1.2	55
COc1ccc(-c2nc(SCC(=O)NC3CCCCC3)n[nH]2)cc1	4%	-8%	-0.1%	8%	-14%	9%	-8%	nt	0.9	70
Cc1ccc(-n2c(SCC(=O)N3CCC(C(=O)O)CC3)nc3ccccc3c2=O)cc1C	19%	5%	-0.4%	-21%	-13%	4%	7%	nt	0.4	53
Fc1ccc(CSc2nnc3ccc(-c4ccncc4)nn23)cc1	-7%	-1%	0.6%	0%	-1%	2%	11%	i	1.6	60
Cc1cccc([C@@H]2[C@@H]3C(=O)N(Cc4ccccc4)C(=O)[C@@H]3[C@]3(Cc4ccccc4)C(=O)N(c4ccccc4)C(=O)N23)c1	nt	nt	nt	nt	-10%	2%	5%	nt	0.7	96
O=C(Nc1nccs1)c1ccc(-c2ccc(Cl)cc2)o1	28%	-12%	-0.1%	4%	-1%	-6%	7%	i	3.5	66
O=C(Nc1cccc(-c2nc3ncccc3o2)c1)c1cc2ccccc2o1	3%	-2%	-0.1%	7%	-6%	11%	7%	i	6.2	62
CN1CCN(C(=S)SCc2nc(N)nc(Nc3ccc(F)cc3)n2)CC1	-26%	-8%	0.2%	-2%	-1%	8%	4%	i	-0.3	92
CC1CCN(S(=O)(=O)c2ccc(NC(=S)NC(=O)c3ccc(Cl)cc3)cc2)CC1	-14%	-5%	-0.1%	-18%	3%	9%	-1%	i	7.2	61
O=c1[nH]c(=S)[nH]cc1S(=O)(=O)c1cccc(Cl)c1	-18%	14%	-0.2%	-13%	2%	10%	11%	nt	4.4	47
C=C1CCC[C@]2(C)C[C@H]3OC(=O)C(CNC(C)CCCC(C)C)[C@H]3CC12 (stereo partly drawn)	7%	14%	-0.1%	-6%	5%	11%	15%	nt	9.5	89
CSC1=NCCN1S(=O)(=O)c1ccc(C)cc1	5%	-4%	-0.4%	2%	4%	10%	16%	i	-0.6	89
Cc1ccc(N(CC(=O)NCCSc2nc3ccccc3s2)S(=O)(=O)c2ccccc2)c(C)c1	-5%	2%	0.6%	5%	-7%	7%	3%	i	0.5	53
Cc1ccc(-c2nnn(CC(=O)N(CCCO)C(C(=O)NC3CCCC3)c3ccc(Cl)cc3)n2)o1 (stereo not drawn)	6%	-3%	0.3%	24%	-5%	7%	-2%	nt	0.0	46
O=C(NC(=S)Nc1ccc(S(=O)(=O)N2CCOCC2)cc1)c1ccccc1[N+](=O)[O-]	25%	-2%	0.3%	9%	6%	6%	3%	i	0.8	64
CC(=O)Nc1nonc1NC(C)=O	8%	-2%	-0.2%	-5%	-4%	3%	-1%	i	-2.4	96
CSc1ccccc1C(=O)N1CCN(c2ncccn2)CC1	6%	0%	0.6%	-1%	15%	-1%	2%	i	1.2	42
COc1cc(C(=O)NCCNc2nc3cc(C)ccc3cc2C#N)cc(OC)c1OC	-4%	5%	1.0%	17%	-3%	5%	11%	nt	0.3	66
Cc1nnc(SCC(=O)NCc2ccc(F)cc2)[nH]c1=O	1%	0%	0.2%	-7%	-3%	11%	21%	i	-0.9	88
Cc1cccc(CN2CCN(Cc3ccc4nonc4c3)CC2CCO)n1 (stereo not drawn)	6%	1%	0.7%	7%	-1%	4%	0%	i	1.7	65
C=CCn1c(COc2ccc(CC)cc2)nnc1SC/C(O)=C(\C#N)c1nc2ccccc2[nH]1	-3%	-14%	-0.1%	7%	1%	9%	6%	i	4.4	56
Cn1c(=NC(=O)CCS(=O)(=O)c2ccccc2)sc2cc(F)ccc21	nt	nt	nt	nt	3%	0%	13%	nt	-0.3	46
COc1ccc(C2/C=C\CN(C(=O)C3CCCC3)[C@H](Cc3ccccc3)C(=O)N2Cc2ccc(F)cc2)cc1 (stereo partly drawn)	11%	-5%	-0.1%	6%	-5%	7%	-1%	i	3.2	90
Cc1ccc(C(=O)Nc2ncc([N+](=O)[O-])s2)cc1	-14%	4%	0.1%	12%	8%	8%	9%	nt	nt	nt
COc1cc(/C=N/Nc2nn3cnnc3c3ccccc23)cc(OC)c1OC	9%	22%	0.0%	?	13%	-1%	1%	i	-1.2	55
CC(=O)Nc1ccc(NC(=O)CSc2nnc(COc3ccccc3C)n2CC2CCCO2)cc1 (stereo not drawn)	-6%	2%	-0.1%	4%	-2%	4%	9%	i	0.6	53
CCOC(=O)c1cc2c(=O)n3ccccc3nc2n(CC(C)C)c1=NC(=O)c1c(-c2c(F)cccc2Cl)noc1C	-15%	13%	0.2%	33%	11%	4%	11%	i	1.6	38
Cc1ccc2nc(-c3ccccc3)cc(C(=O)NCC3CCCO3)c2c1 (stereo not drawn)	-13%	0%	-0.3%	-5%	nt	nt	14%	i	-0.2	43
N#CCCCCn1ccc(NC(=O)c2ccc(Cl)cc2O)n1	nt	nt	nt	nt	-8%	8%	7%	nt	-0.4	52
S=c1[nH]nc(-c2ccc(Br)cc2)n1Cc1ccccc1	1%	-2%	-0.1%	7%	4%	15%	-2%	i	3.5	105
